MazEF act – MazEF (E. coli) toxin RNase activation | P0AE70 | FAM/BHQ RNA-DNA oligo cleavage fluorescence, 5 h | activation, % at 20 µM | actives 0.32% (n = 350,000); in the data active = activation above about 50%
Target sequence (P0AE70 whole entry, looked up): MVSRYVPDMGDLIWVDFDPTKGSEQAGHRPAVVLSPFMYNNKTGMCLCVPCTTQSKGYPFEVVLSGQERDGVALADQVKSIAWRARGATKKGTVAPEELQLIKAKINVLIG
Rv3671c inh – Rv3671c (M. tuberculosis) protease inhibition; P9WHR9; inhibition, % at 5.96 µM; actives 0.048% (n = 320,000); in the data active = inhibition above about 38%;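 note: extracellular domain of Rv3671c used as enzyme; 0% = enzyme with DMSO and 100% = no enzyme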
BioA inh – blocks M. tuberculosis BioA enzyme activity; purified M. tuberculosis BioA enzyme, plate reader; inhibition, % at 9.99 µM; actives 0.096% (n = 360,000); in the data active = inhibition above about 40%; inconclusive = no clear call, values can overlap the other calls
DUSP3 inh – blocks human VHR1 dual specificity phosphatase; inhibition, % at 13.3 µM; actives 0.52% (n = 290,000); recombinant VHR phosphatase, pNPP absorbance; P51452; AID 1654; in the data active = inhibition above about 50%; note: some compounds called inactive have numbers as strong as hits
Target sequence (P51452 whole entry, looked up): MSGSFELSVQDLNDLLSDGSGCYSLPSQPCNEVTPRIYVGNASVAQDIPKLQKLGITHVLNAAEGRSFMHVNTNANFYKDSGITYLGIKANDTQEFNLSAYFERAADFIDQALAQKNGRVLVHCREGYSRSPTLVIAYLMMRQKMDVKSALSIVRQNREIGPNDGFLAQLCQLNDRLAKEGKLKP
CCHF vOTU inh – blocks the CCHF virus ovarian tumor domain protease; CCHFV vOTU protease, Pep-AMC fluorescence; AID 651958; actives 0.55% (n = 370,000); inhibition, % at 11.5 µM; note: 0% = vehicle wells with enzyme and 100% = no enzyme wells
BoNT F protease – inhibitors of Botulinum neurotoxin F light chain protease; inhibition, % at 10 µM; Multiplex microsphere protease cleavage assay, flow cytometry; AID 588497; actives 0.22% (n = 360,000); in the data active = inhibition above about 35%, passing the limit was not always enough; inconclusive = no clear call, values can overlap the other calls; note: plate controls were buffer without enzyme for full effect and enzyme alone for no effect
GDH-TPI counter – inhibits GDH-TPI coupling enzymes, artifact for Mtb FBA screen | inhibition, % at 4.8 µM | GDH-TPI coupled enzyme counterscreen, NADH absorbance | actives 1.2% (n = 360,000) | AID 588335;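 note: 0% = DMSO wells and 100% = wells lacking the enzyme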
Mtb FBA inh – inhibits M. tuberculosis FBA enzyme; P9WQA3; purified M. tuberculosis FBA, fluorescence read-out; inhibition, % at 1 µM; actives 2.3% (n = 360,000); in the data active = inhibition above about 27%;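 note: 0% = vehicle and 100% = reference inhibitor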
Target sequence (P9WQA3 whole entry, looked up): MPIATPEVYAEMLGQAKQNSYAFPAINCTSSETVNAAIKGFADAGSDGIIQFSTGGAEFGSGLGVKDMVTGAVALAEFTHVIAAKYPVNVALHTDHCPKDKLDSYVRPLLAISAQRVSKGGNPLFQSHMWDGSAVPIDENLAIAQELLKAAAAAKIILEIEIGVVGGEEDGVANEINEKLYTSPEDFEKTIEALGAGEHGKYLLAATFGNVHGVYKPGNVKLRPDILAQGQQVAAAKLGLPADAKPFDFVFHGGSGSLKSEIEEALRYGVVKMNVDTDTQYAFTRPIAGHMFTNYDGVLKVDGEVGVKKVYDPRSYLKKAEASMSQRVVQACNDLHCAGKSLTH
UGM FP inh – inhibitors of M. tuberculosis UDP-galactopyranose mutase; inhibition, % at 10 µM; AID 504406; actives 0.06% (n = 320,000); P9WIQ1; purified UGM, fluorescence polarization probe displacement; in the data active = inhibition above about 10%, passing the limit was not always enough; inconclusive = no clear call, values can overlap the other calls
FadD28 FP inh – M. tuberculosis FadD28 bisubstrate binding inhibition. FadD28 bisubstrate probe binding, fluorescence polarization. inhibition, % at 12.5 µM. actives 0.22% (n = 360,000). AID 588549; in the data active = inhibition above about 8.5%, passing the limit was not always enough; inconclusive = no clear call, values can overlap the other calls
* hit, by the source's call; ? = inconclusive; / = not tested or not shown. Cut-off read from the data, not from the text of the source, unless noted: active = inhibition above about 30%; inactive = the rest. This is a random part of the collection. Share with any hit: about 4.9%.

SMILES,UGM FP inh,FadD28 FP inh,DUSP3 inh,GDH-TPI counter,Mtb FBA inh,Rv3671c inh,BioA inh,MazEF act,CCHF vOTU inh,BoNT F protease
Cc1ccc(NC(=O)CN2CCN(CCN=CC3=C(O)CC(c4ccccc4)CC3=O)CC2)cc1 (configuration not stated),0.2,-3.2,12,-3,1,-2,/,-2,-14,-2
CCOCCOC(=O)c1[nH]c2c(c1C)C(=O)CC(c1cc(OC)c(OC)c(OC)c1)C2 (configuration not stated),0.2,-1.4,10,7,-3,0,15,4,-2,15
CC1CCN(Cc2cnc(Cl)s2)CC1,-1.8,-3.9,-2,-3,-2,3,-1.0,-2,-5,10
C/C(=N\NC(=O)c1ccccc1O)c1c(O)n(Cc2ccccc2)c(=O)[nH]c1=O,0.1,?,0,47*,7,6,2.5,-10,15,3
CCc1nnc(N2C(=O)c3cccc4cccc(c34)C2=O)s1,-0.2,-1.2,12,30,18,5,/,3,8,-4
Cc1cc(C(=O)OCC(=O)NCc2cccs2)ccc1[N+](=O)[O-],-0.4,0.0,/,3,-3,1,-2.2,5,-4,-4
COc1ccc(OC)c(NC(=O)CCNS(=O)(=O)c2cccc3nonc23)c1,1.1,-3.0,17,14,1,5,0.5,9,4,-3
CCOc1ccc(-c2c(C(=O)N/N=C/c3cccnc3)nnn2-c2nonc2N)cc1,0.0,-5.2,28,9,4,-3,-1.5,15,11,8
Cc1nc2cc(C(=O)NCc3ccc4c(c3)OCO4)ccc2n1-c1ccc(Br)cc1,-2.1,-4.7,-1,-1,-5,0,/,-9,-3,-6
CCCOc1ccc2oc(=O)c3c(c2c1)CCCN3C(=O)CN1CCc2ccccc2C1,-2.2,-0.5,-14,19,4,-8,-1.0,5,15,-13
Nc1nc(CSc2ncn[nH]2)nc(Nc2ccc(F)cc2)n1,0.5,-5.2,13,5,-3,-13,/,-2,5,-2
CS(=O)(=O)c1ccc(Cl)c(NC(=O)CCN2C(=O)NC3(CCCC3)C2=O)c1,1.2,0.1,/,-2,-1,0,/,6,7,-6
Cc1ccc(S(=O)(=O)N(CC(=O)Nc2ccc(C)cc2C)C(=O)N2CCN(C)CC2)cc1,1.6,-3.2,/,-1,0,-4,-0.5,1,-2,3
CNc1nnc(C(F)(F)F)s1,1.2,-0.5,12,-2,1,11,/,10,-1,-4
COc1ccc2nc(N3CCCC3)c(C#N)cc2c1,2.0,2.6,-19,-5,23,6,-0.2,70*,-33,-5
COc1cccc(OC)c1C(=O)n1nc(C)cc1C,1.1,0.3,10,10,-1,2,-1.8,7,7,-6
CC(C)CC(=O)NC(=S)N1CCCCCC1,-6.5,-1.0,30,4,-1,13,/,0,3,1
CCCCOC(=O)C1=C(C)NC2(O)c3ccccc3C(=O)C12O (configuration not stated),-0.2,-2.6,-8,0,2,-67,-0.9,5,14,0
CCc1ccc(OC(C)C(=O)N(Cc2ccco2)C2CCS(=O)(=O)C2)cc1 (configuration not stated),3.3,0.4,9,9,5,-4,-1.8,4,-3,7
O=C1NC(=O)C(=Cc2ccc3ccccc3c2)C(=O)N1,-1.5,-0.6,27,-2,3,-7,-1.7,-17,0,-3
CC(C)C[C@H](NC(=O)c1nc[nH]c1C(=O)NC1CCN(C(=O)OC(C)(C)C)CC1)C(=O)OC(C)(C)C,-0.7,-4.9,35,-4,0,1,0.8,13,26,-4
COC(=O)C1CCC(C)(C(=O)Nc2ccccc2)C1(C)C (configuration not stated),-2.6,1.1,30,-3,1,-14,-2.4,-4,-3,0
C=CC1C(OC2OC(CO)C(O)C(O)C2O)OC=C(C(=O)OC)C1CC1CC(=O)CC(CC(=O)CCc2ccc(O)cc2)O1 (configuration not stated),2.4,-1.3,3,-4,2,-4,-1.7,8,-4,3
CCOC(=O)C(Cc1ccccc1)NC(=O)Cn1nnc(-c2ccc(SC)cc2)n1 (configuration not stated),1.4,2.5,30,9,-1,-14,/,-16,-12,-7
Oc1ccc(-c2nc3c4c(ncn3n2)-c2ccccc2CC42CCCC2)cc1,1.4,-1.6,-11,4,-1,4,/,-10,-18,-19
CCN(CC)c1ccc(NC2=C(Cl)C(=O)c3ccccc3C2=O)cc1,-0.6,-0.4,-13,11,-1,-65,1.4,8,/,-14
CC(=O)NCC1CCN(C(=O)C2CCC(=O)N(CCc3cccc(F)c3)C2)CC1 (configuration not stated),0.4,-4.2,-17,-5,0,4,-2.1,5,-3,-3
O=C(CC(=O)NCCc1ccccc1)NCCc1ccccc1,-0.7,/,14,1,-1,-5,1.2,5,7,-4
CCCCn1nnnc1SCC(=O)Nc1ccc(F)cc1,-1.1,-1.9,14,6,2,-2,-3.1,-1,7,-13
Cc1oc2c(Cl)c(Cl)c(O)c(CN(C)C)c2c1C(=O)c1ccc(Cl)cc1,-1.1,-2.8,-4,7,-3,/,5.6,10,1,?

Some of the entries so far, with each value named:
C=CC1C(OC2OC(CO)C(O)C(O)C2O)OC=C(C(=O)OC)C1CC1CC(=O)CC(CC(=O)CCc2ccc(O)cc2)O1 (configuration not stated)
  UGM FP inh = 2.4
  FadD28 FP inh = -1.3
  DUSP3 inh = 3
  GDH-TPI counter = -4
  Mtb FBA inh = 2
  Rv3671c inh = -4
  BioA inh = -1.7
  MazEF act = 8
  CCHF vOTU inh = -4
  BoNT F protease = 3
CCOC(=O)C(Cc1ccccc1)NC(=O)Cn1nnc(-c2ccc(SC)cc2)n1 (configuration not stated)
  UGM FP inh = 1.4
  FadD28 FP inh = 2.5
  DUSP3 inh = 30
  GDH-TPI counter = 9
  Mtb FBA inh = -1
  Rv3671c inh = -14
  BioA inh = /
  MazEF act = -16
  CCHF vOTU inh = -12
  BoNT F protease = -7
Oc1ccc(-c2nc3c4c(ncn3n2)-c2ccccc2CC42CCCC2)cc1
  UGM FP inh = 1.4
  FadD28 FP inh = -1.6
  DUSP3 inh = -11
  GDH-TPI counter = 4
  Mtb FBA inh = -1
  Rv3671c inh = 4
  BioA inh = /
  MazEF act = -10
  CCHF vOTU inh = -18
  BoNT F protease = -19
CCN(CC)c1ccc(NC2=C(Cl)C(=O)c3ccccc3C2=O)cc1
  UGM FP inh = -0.6
  FadD28 FP inh = -0.4
  DUSP3 inh = -13
  GDH-TPI counter = 11
  Mtb FBA inh = -1
  Rv3671c inh = -65
  BioA inh = 1.4
  MazEF act = 8
  CCHF vOTU inh = /
  BoNT F protease = -14

2 entries drawn at random from the list so far, as already listed:
SMILES,UGM FP inh,FadD28 FP inh,DUSP3 inh,GDH-TPI counter,Mtb FBA inh,Rv3671c inh,BioA inh,MazEF act,CCHF vOTU inh,BoNT F protease
Cc1ccc(S(=O)(=O)N(CC(=O)Nc2ccc(C)cc2C)C(=O)N2CCN(C)CC2)cc1,1.6,-3.2,/,-1,0,-4,-0.5,1,-2,3
CCc1nnc(N2C(=O)c3cccc4cccc(c34)C2=O)s1,-0.2,-1.2,12,30,18,5,/,3,8,-4

From PubChem
